BoNT A protease – blocks Botulinum neurotoxin A light chain protease. AID 588499. 0.17% of 360,000 active. inhibition, % at 10 µM. multiplex microsphere protease substrate cleavage, flow cytometry; note: plate controls were buffer without enzyme for full effect and enzyme alone for no effect
GDH-TPI inh – GDH-TPI coupled enzyme inhibition counter-screen; GDH-TPI coupled enzyme counterscreen, NADH absorbance; inhibition, % at 4.8 µM; 1.2% of 360,000 active; in the data active = inhibition above about 30%;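 note: 0% = DMSO wells and 100% = wells lacking the enzyme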
BoNT-F LC inh – inhibitors of Botulinum neurotoxin F light chain protease | inhibition, % at 10 µM | 0.22% of 360,000 active | Multiplex microsphere protease cleavage assay, flow cytometry; in the data active = inhibition above about 35%, passing the limit was not always enough; inconclusive = no clear call, values can overlap the other calls; note: plate controls were buffer without enzyme for full effect and enzyme alone for no effect
BioA inh – BioA (M. tuberculosis) enzyme inhibition. AID 602481. 0.096% of 360,000 active. inhibition, % at 9.99 µM. purified M. tuberculosis BioA enzyme, plate reader; in the data active = inhibition above about 40%; inconclusive = no clear call, values can overlap the other calls
FadD28 FP inh – M. tuberculosis FadD28 bisubstrate binding inhibition; FadD28 bisubstrate probe binding, fluorescence polarization; inhibition, % at 12.5 µM; 0.22% of 360,000 active; in the data active = inhibition above about 8.5%, passing the limit was not always enough; inconclusive = no clear call, values can overlap the other calls
Mtb UGM inh – blocks M. tuberculosis UGM enzyme; P9WIQ1; purified UGM, fluorescence polarization probe displacement; inhibition, % at 10 µM; 0.06% of 320,000 active; AID 504406; in the data active = inhibition above about 10%, passing the limit was not always enough; inconclusive = no clear call, values can overlap the other calls
Target sequence (P9WIQ1 whole entry, looked up): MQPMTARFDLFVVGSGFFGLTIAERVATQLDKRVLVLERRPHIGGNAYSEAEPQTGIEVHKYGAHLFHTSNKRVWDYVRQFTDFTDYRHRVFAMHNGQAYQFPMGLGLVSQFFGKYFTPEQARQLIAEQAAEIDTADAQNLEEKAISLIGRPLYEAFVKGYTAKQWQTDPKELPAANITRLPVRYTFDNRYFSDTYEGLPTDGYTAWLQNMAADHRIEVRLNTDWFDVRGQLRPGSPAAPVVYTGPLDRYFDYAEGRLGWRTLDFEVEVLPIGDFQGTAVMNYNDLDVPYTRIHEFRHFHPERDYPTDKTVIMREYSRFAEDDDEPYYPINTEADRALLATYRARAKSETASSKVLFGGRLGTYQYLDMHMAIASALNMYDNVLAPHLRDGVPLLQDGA
PfHsp40 rescue – restores yeast growth despite PfHsp40 toxicity; growth rescue, % at 12.5 µM; 0.68% of 340,000 active; S. cerevisiae expressing PfHsp40, growth rescue, ATP luminescence; AID 504582; in the data active = growth rescue above about 28%, passing the limit was not always enough; inconclusive = no clear call, values can overlap the other calls;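 note: yeast W303a lacking pdr1 and pdr3 grown in galactose medium; growth measured after three days at 30 °C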
Anthrax LF prot – inhibitors of Bacillus anthracis lethal factor protease; P15917; multiplex microsphere protease cleavage assay, LF; inhibition, % at 10 µM; 0.12% of 360,000 active; note: plate controls were buffer without enzyme for full effect and enzyme alone for no effect
Mtb FBA inh – inhibitors of M. tuberculosis fructose-bisphosphate aldolase. purified M. tuberculosis FBA, fluorescence read-out. inhibition, % at 1 µM. 2.3% of 360,000 active; in the data active = inhibition above about 27%;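 note: 0% = vehicle and 100% = reference inhibitor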
Target sequence (P9WQA3 whole entry, looked up): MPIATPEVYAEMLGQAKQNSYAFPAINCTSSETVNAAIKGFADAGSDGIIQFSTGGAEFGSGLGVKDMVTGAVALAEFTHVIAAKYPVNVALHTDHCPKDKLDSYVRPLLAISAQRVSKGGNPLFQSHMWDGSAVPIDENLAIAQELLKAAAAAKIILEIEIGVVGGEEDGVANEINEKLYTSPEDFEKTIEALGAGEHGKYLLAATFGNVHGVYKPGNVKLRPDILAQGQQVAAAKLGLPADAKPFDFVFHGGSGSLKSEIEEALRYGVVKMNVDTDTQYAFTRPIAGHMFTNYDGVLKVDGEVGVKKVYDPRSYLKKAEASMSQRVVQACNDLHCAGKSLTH
* hit, by the source's call; ? = inconclusive; nt = not tested or not shown. Cut-off read from the data, not from the text of the source, unless noted: active = inhibition above about 30%; inconclusive = no clear call, values can overlap the other calls; inactive = below that.

smiles	BoNT A protease	GDH-TPI inh	BoNT-F LC inh	BioA inh	FadD28 FP inh	Mtb UGM inh	PfHsp40 rescue	Anthrax LF prot	Mtb FBA inh
Cc1c(C#N)c(N)nc(Cl)c1C#N	-1.6	8	-8	nt	-1.5	0.5	-1.1	-3	3
CC(C)n1cc(C(=O)N(CC(=O)NC(C)(C)C)Cc2ccccc2)cn1	-0.4	-1	-4	0.9	-2.0	-1.7	-0.7	-4	0
Cc1ccc(S(=O)(=O)Nc2cc(=O)[nH]c(SCC(=O)Nc3cccc(C)c3)n2)cc1	-1.2	-5	-14	-0.8	-0.3	-3.1	-0.5	-2	3
CCCOc1ccc(CC(=O)NCCc2ccccc2)cc1OC	-5.1	12	3	-1.5	-2.2	-0.2	-0.6	-6	4
CCOC(=O)c1nn(-c2ccc(Cl)cc2)c(=O)c(C#N)c1C	1.8	13	1	-1.6	-0.4	0.7	-0.4	-10	2
C#CCOc1c(Br)cc(/C=N/O)cc1OCC	-0.2	-8	-12	0.4	-5.0	-0.9	0.4	-4	0
CCCS(=O)(=O)NC(=O)C1(C)CCCN(C(=O)c2cc3ccccc3s2)C1 (stereo unspecified)	-0.3	-5	8	2.7	-2.5	nt	nt	-8	-3
CCOC(=O)c1[nH]c2ccc(OC)cc2c1NC(=O)CN1CCSCC1	-0.2	7	2	2.4	-0.5	3.0	-0.4	1	44*
CC(=O)Oc1c(-c2ccc(Br)o2)oc2ccccc2c1=O	nt	30	nt	0.0	-2.3	-2.9	?	nt	79*
COc1cc(C(=O)NCC(=O)NCCN2C(=O)S/C(=C\c3ccc4c(c3)OCO4)C2=O)cc(OC)c1OC	-0.5	18	3	-0.2	-0.4	0.4	0.9	-4	-1
O=C(c1ccc(-c2cccc([N+](=O)[O-])c2)o1)N1CCN(c2ccc([N+](=O)[O-])cc2)CC1	1.5	-4	0	-1.6	-1.5	nt	-0.3	1	1
CCCCn1c(N)c(N(CCOC)C(=O)CN2C(=O)c3ccccc3C2=O)c(=O)[nH]c1=O	-0.1	3	-6	-0.9	-2.9	-0.6	-1.0	-2	0
Cc1cc(Br)ccc1NC(=O)CCCOc1cc(=O)n(C)c2ccccc12	0.0	4	7	3.6	-6.5	nt	nt	-4	-2
O=C(O)c1cn(Cc2ccccn2)c(=O)c2ccccc12	0.6	8	4	nt	-0.9	-0.4	0.2	3	4
CCOC(=O)CSc1nnc(CNC(=O)c2ccccc2OC)n1-c1ccc(OC)cc1	-0.3	-3	-8	1.8	-2.1	-2.5	0.8	-4	3
COc1ccc(CNC(=O)C(C)N2CCN(c3ccc(C(C)=O)cc3)CC2)cc1 (stereo unspecified)	-1.8	16	-5	4.2	-1.6	-0.2	0.5	-9	1
COc1ccc(C2C(C(=O)Nc3cccc(C)n3)c3ccccc3C(=O)N2C)cc1 (stereo unspecified)	0.2	9	7	1.6	0.1	2.2	-1.5	-6	1
CNc1cc(C(F)(F)F)nc(-c2ccccn2)n1	?	9	3	0.5	-3.3	0.3	1.0	0	2
Cc1ccc(N(C(=O)CNC(=O)c2ccco2)C(C(=O)NC2CCCC2)c2ccncc2)c(C)c1 (stereo unspecified)	-3.0	4	-10	-1.4	-0.6	-3.9	-0.9	3	0
O=C(NCc1ccc(Cl)cc1Cl)c1ccc2nc[nH]c2c1	-1.9	-7	-9	nt	-2.2	3.5	-1.4	-2	-3
O=C(N=Nc1c(O)[nH]c2ccccc12)c1cc(-c2cccs2)[nH]n1	-0.2	35*	-1	-1.1	-0.3	3.4	-0.2	-4	-2
Cc1ccc2nc(SCC(=O)c3cc(C)n(C)c3C)[nH]c2c1	-0.5	24	2	nt	-1.0	1.0	-0.7	-4	-1
O=C(NCCCn1ccnc1)c1cnn2c1NC(c1ccccc1)CC2C(F)(F)F (stereo unspecified)	-0.2	-3	-2	5.6	-5.4	2.1	-0.6	-4	0
CCC1CCCCN1CC(=O)c1c(C)[nH]c2cc(C)ccc12 (stereo unspecified)	-4.8	2	-31	0.0	nt	-0.3	0.8	-3	-1
Cn1c(CC(=O)Nc2ccccc2Cl)nnc1SCC(=O)Nc1nncs1	0.5	4	-18	-2.3	0.1	0.4	1.1	2	0

Reprinted from the part before: 3 entries; new compounds follow.
smiles	BoNT A protease	GDH-TPI inh	BoNT-F LC inh	BioA inh	FadD28 FP inh	Mtb UGM inh	PfHsp40 rescue	Anthrax LF prot	Mtb FBA inh
O=C(NCCCn1ccnc1)c1cnn2c1NC(c1ccccc1)CC2C(F)(F)F (stereo unspecified)	-0.2	-3	-2	5.6	-5.4	2.1	-0.6	-4	0
CCC1CCCCN1CC(=O)c1c(C)[nH]c2cc(C)ccc12 (stereo unspecified)	-4.8	2	-31	0.0	nt	-0.3	0.8	-3	-1
Cn1c(CC(=O)Nc2ccccc2Cl)nnc1SCC(=O)Nc1nncs1	0.5	4	-18	-2.3	0.1	0.4	1.1	2	0
CC(C)c1ccc(N(CC(=O)NCCSC(C)(C)C)S(C)(=O)=O)cc1	?	7	-7	0.0	-1.5	0.2	-0.6	?	-5
CCOC(=O)CSc1nc2c(cnn2-c2ccc(Cl)cc2)c(=O)[nH]1	-2.6	1	4	7.7	-1.1	1.3	-0.3	-10	0
CCCC(=O)c1ccc(N2CCN(S(=O)(=O)c3ccccc3)CC2)c(F)c1	0.4	0	5	-1.8	-0.3	1.5	0.7	0	2
COC(=O)c1ccccc1NC(=O)Cn1c(-c2nonc2N)nc2ccccc21	7.4	3	7	0.1	-1.0	4.3	0.4	-6	-3
CCO[C@@H]1OC(C(=O)Nc2ccccc2)=C[C@H](c2ccc(Br)cc2)[C@H]1CCCO	-0.2	-13	-3	-1.2	-4.3	0.9	3.9	-2	1
CN(C)c1ccc(C2CC(=O)C=C(Nc3ccccc3N)C2)cc1 (stereo unspecified)	0.1	24	-15	0.4	-0.3	0.4	nt	-9	2
COc1ccc(NC(=O)C[C@H]2C(=O)N(CCc3ccccc3)C[C@@H]2c2ccc(OC)cc2)cc1	0.1	-5	-9	1.0	-0.8	nt	nt	-3	2
COc1ccc(-n2c(C)cc(C(=O)CSc3nnc(-c4cccs4)o3)c2C)cc1	-7.2	10	-14	2.4	-0.9	0.4	-1.0	-7	1
CCN1C[C@@H]2[C@@H]3C(=O)N(Cc4ccccc4)C(=O)[C@@H]3[C@](Cc3ccccc3)(C1=O)N2C(=O)c1ccc(Cl)c(Cl)c1	0.3	3	-2	-0.8	-4.3	nt	0.0	-4	-1
Cc1nnc(NC(=O)CN2C(=O)NC3(CCCC3)C2=O)s1	nt	2	nt	-0.1	-2.1	-0.8	-0.3	nt	-1
COc1cc(/C=N/N=C2/NC(=O)C(CC(=O)O)S2)ccc1OCc1cccc(Cl)c1 (stereo unspecified)	0.2	25	0	nt	-3.0	-0.5	0.7	0	-2
CCOc1ccc(/C=N/NC(=O)CC(=O)Nc2ccc(Cl)c(Cl)c2)cc1	0.1	4	-7	-0.2	-1.8	-0.5	-1.1	0	-2
CC(=O)Nc1cccc(OCC(=O)NCCC2=CCCCC2)c1	-0.2	-5	0	-1.2	-1.5	2.5	1.6	-9	1
CC1(C)Cc2ccccc2C(NNC(=O)c2cccnc2)=N1	-0.8	20	1	0.1	0.6	1.3	1.0	-4	0
COc1cc(/C=C(/NC(=O)c2ccccc2)C(=O)Nc2ccc(O)cc2)c([N+](=O)[O-])cc1OC	-0.5	9	-7	nt	-2.5	-1.2	-0.9	0	-3
O=C(NNC(=O)[C@@H]1CCCC[C@@H]1C(=O)O)c1cccs1	0.0	7	-16	-1.3	-1.5	4.0	-0.4	4	1
O=C(CSc1nc2ccccc2c(=O)n1CC1CCCO1)Nc1ccccc1 (stereo unspecified)	-6.0	3	-24	nt	0.6	-0.6	1.6	1	2
Cc1ccnc(Nc2ccc(CCO)cc2)n1	0.6	nt	-4	-1.5	-3.3	nt	nt	4	-2
O=C(CNC(=O)c1ccc(Cl)cc1Cl)OCn1nnc2ccccc2c1=O	0.1	2	-4	-1.2	-2.0	-0.7	-1.4	1	1
CCOC(=O)c1c(/N=C/c2ccc(C)cc2O)sc2c1CCN(C)C2	2.4	4	-4	0.8	-0.7	1.8	1.0	-8	1
CCC(C)c1ccc(NC(=O)NCCN2CCCCC2)cc1 (stereo unspecified)	1.6	2	?	0.9	-1.6	1.5	0.2	0	-1
CCCCn1c(SCC(=O)Nc2oc(C)c3c(C)n[nH]c(=O)c23)nc2cc(S(N)(=O)=O)ccc21	-8.1	7	-16	0.9	-3.1	2.0	0.3	-2	-1
CCc1nc(SCC(=O)c2cccc([N+](=O)[O-])c2)n[nH]1	-1.0	4	-2	nt	-0.5	0.8	-1.3	-3	0
CCOC(=O)c1cnn2c(C(F)(F)F)cc(-c3ccccc3)nc12	0.5	15	4	-1.9	-4.1	1.4	-1.4	-1	15
CCOC(=O)C1=C(O)C(=O)N(c2ccc(S(N)(=O)=O)cc2)C1c1ccc(Cl)cc1 (stereo unspecified)	0.1	7	11	16	-0.6	2.6	-0.7	4	5
O=C(CSc1nnnn1C1CCCC1)N1CCCc2ccccc21	0.1	9	-2	1.3	-1.4	-1.8	0.2	2	0
Cc1cccc(-n2c(CNC(=O)c3ccc(S(=O)(=O)N(C)C)cc3)nnc2SCC(=O)Nc2ccc(F)cc2)c1	-0.7	1	-9	1.9	-6.4	0.8	0.5	-4	0
CCCCCNC(=O)c1ccc2c(=O)[nH]c3c(C(=O)NCC4CCCO4)sc(=S)n3c2c1 (stereo unspecified)	0.2	-3	6	1.3	17*	0.2	1.0	2	-6
O=C(N=c1nc2ccccn2s1)c1ccccc1	0.3	32*	0	-0.4	0.0	-0.8	-2.9	2	2
COc1ccc(C#CC2=CC(=O)CC(C)(C)C2)cc1	1.2	18	1	3.4	0.8	nt	nt	1	2
CCCNC(=O)OCc1cccnc1Sc1ccc(C)cc1	0.3	0	0	-0.3	-2.5	-0.1	-1.0	-8	5
Cc1nn(C)c(C)c1-c1c(C#N)c(N)nc2c1CCCCCC2	-0.3	16	2	0.4	0.3	0.0	0.0	-2	46*
O=C(c1ccc(COc2c(F)c(F)c(F)c(F)c2F)o1)N1CCN(Cc2ccc3c(c2)OCO3)CC1	-0.3	6	-10	0.1	1.8	1.5	2.5	-5	4
N=c1n(Cc2ccccc2)c2ccccc2n1CC(O)c1ccco1 (stereo unspecified)	nt	0	nt	-11	13*	-2.0	-0.4	nt	14

From PubChem
